VCAM1 TNFa inh: reduces TNF alpha induced VCAM1 expression in HUVEC; AID 802; 0.48% of 95,000 active; inhibition, % at 2 µM; HUVEC TNFa-induced VCAM-1 immunofluorescence, high-content imaging;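 active = inhibition above the batch mean plus 3 SD, with images confirmed as a hit by eye, cut at about 37% in these data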;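 also: 0% = TNF-stimulated DMSO wells and 100% = unstimulated control wells; not every result past the cut was called active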
ERb coact inh: blocks coactivator binding to human estrogen receptor beta. TR-FRET ER-beta LBD / SRC1-Cy5 peptide binding; receptor agonist-loaded with 1 µM estradiol. inhibition, % at 25.6 µM. 1.3% of 86,000 active;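 active = compounds whose percent inhibition of the receptor-coactivator binding signal exceeds about 50% in the single-dose screen, limit read from the data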;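 also: 0% = receptor plus peptide wells without compound and 100% = peptide-only wells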
HUVEC tox TNFa: toxic to HUVEC cells under TNF alpha stimulation. 0.17% of 93,000 active. HUVEC TNFalpha-stimulated, Hoechst cell count, imaging. cell count reduction, % at 2 µM;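 active = cell count reduction exceeding the screen mean by over 5 SD, scaled to untreated wells per plate, cut at about 78% in these data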;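 also: cells counted after 24 h of TNF alpha exposure following the 1 h pretreatment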
Candida biofilm: kills Candida albicans biofilms. C. albicans biofilm + clotrimazole, Alamar Blue. inhibition, % at 6 µM. 0.14% of 85,000 active;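 active = inhibition above 20%; inactive = inhibition below 20%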;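 also: preformed 24 hr biofilms exposed to compound for 48 hr; 0% = biofilm without compound and 100% = blank killed by clotrimazole plus chlorhexidine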
sEH inh: blocks human soluble epoxide hydrolase activity; 0.34% of 91,000 active; recombinant human sEH enzymatic activity assay; inhibition, % at 2 µM; P34913; in the data active = inhibition above about 80%; also: values of inactives mirror those of a sister screen read the other way; many of its hits are not listed in these tables
Target sequence (P34913 whole entry, looked up): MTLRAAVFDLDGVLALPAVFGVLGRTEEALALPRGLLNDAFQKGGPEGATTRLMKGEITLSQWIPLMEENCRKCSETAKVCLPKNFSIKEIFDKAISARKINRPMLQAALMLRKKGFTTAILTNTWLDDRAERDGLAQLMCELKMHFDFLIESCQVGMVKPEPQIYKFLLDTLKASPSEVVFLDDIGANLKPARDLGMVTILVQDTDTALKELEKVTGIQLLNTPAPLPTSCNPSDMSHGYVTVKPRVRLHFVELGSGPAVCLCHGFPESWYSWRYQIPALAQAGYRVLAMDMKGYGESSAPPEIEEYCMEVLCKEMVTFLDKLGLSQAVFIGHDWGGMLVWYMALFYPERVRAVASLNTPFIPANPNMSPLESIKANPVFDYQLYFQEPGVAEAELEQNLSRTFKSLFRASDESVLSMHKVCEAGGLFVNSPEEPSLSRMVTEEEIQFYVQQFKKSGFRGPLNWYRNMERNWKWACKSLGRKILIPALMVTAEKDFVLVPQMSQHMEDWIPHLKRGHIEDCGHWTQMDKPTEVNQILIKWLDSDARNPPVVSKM
F-actin modifier: modifiers of cytoskeleton assembly; HUVEC TNFa F-actin phalloidin imaging, high content; inhibition, % at 2 µM; 0.18% of 91,000 active; AID 836;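 active = inhibition above the batch mean plus 3 SD and confirmed as a hit by visual image inspection, cut at about 30% in these data, passing the limit was not always enough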; also: strong numbers were not always called active
IL1B cytotox: HUVEC cytotoxicity counter-screen, IL-1B stimulated | cell count reduction, % at 2 µM | HUVEC cell count loss, Hoechst imaging | 0.41% of 94,000 active | AID 845;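 active = cell count reduction more than 3 SD above the screen-wide mean, cut at about 70% in these data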;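 also: normalized per plate to untreated control cells as the no-loss baseline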
sEH act: soluble epoxide hydrolase (human) activation. 0.04% of 91,000 active. P34913. activation, % at 2 µM. purified human sEH enzymatic activity, activator screen; in the data active = activation above about 37%; also: values of inactives mirror those of a sister screen read the other way
Smad3 FoxH1 inh: inhibitors of human Smad3 transcription factor binding. P84022. TR-FRET Smad3/Dy647-FoxH1 peptide binding, europium anti-His. inhibition, % at 25 µM. 0.29% of 88,000 active. AID 630;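 active = compounds that reduce the energy-transfer binding signal between the protein and its labelled peptide by more than half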;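 also: 0% = Smad3 plus labelled peptide maximal FRET and 100% = peptide-only background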
Target sequence (P84022 whole entry, looked up): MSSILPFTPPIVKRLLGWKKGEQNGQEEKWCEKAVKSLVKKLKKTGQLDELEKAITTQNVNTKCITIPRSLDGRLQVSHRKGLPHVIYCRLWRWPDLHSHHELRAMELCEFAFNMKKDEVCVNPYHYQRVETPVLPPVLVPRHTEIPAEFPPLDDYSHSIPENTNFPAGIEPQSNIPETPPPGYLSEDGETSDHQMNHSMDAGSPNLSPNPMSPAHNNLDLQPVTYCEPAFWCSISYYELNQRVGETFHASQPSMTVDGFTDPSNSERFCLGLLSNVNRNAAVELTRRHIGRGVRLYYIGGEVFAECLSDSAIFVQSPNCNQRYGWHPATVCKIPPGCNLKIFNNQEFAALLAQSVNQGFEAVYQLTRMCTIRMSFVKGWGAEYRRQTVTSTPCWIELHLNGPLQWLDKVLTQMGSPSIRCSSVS
* hit, by the source's call; x = not tested or not shown; [ ] = remark or other dose. An excerpt; count on the stated rates, not on these rows.

SMILES | VCAM1 TNFa inh | ERb coact inh | HUVEC tox TNFa | Candida biofilm | sEH inh | F-actin modifier | IL1B cytotox | sEH act | Smad3 FoxH1 inh
COc1ccc(CN2CCN(S(=O)(=O)c3ccc(F)cc3)CC2)c(OC)c1OC | 14 | 0 | -15 | 2 | 4 | -11 | x | -4 | 0
O=C(NCCO)C1(c2ccccc2)CCCC1 | -9 | 0 | -40 | -1 | -2 | -7 | -14 | 4 | -14
CC1=NC(C(F)(F)F)(C(F)(F)F)C2=C(CC(C)(C)CC2=O)N1Cc1ccco1 | 6 | -4 | 5 | -1 | 6 | 0 | -2 | -4 | 7
O=C(CSc1nnc(Cc2cc(=O)[nH]c(=O)[nH]2)n1-c1ccccc1)N1CCCc2ccccc21 | 5 | -1 | -30 | 9 | x | 16 | -2 | x | 0[fluorescence artefact?]
CC1CN(S(=O)(=O)c2ccc(NC(=O)c3cc(-c4ccccc4O)n[nH]3)cc2)CC(C)O1 (stereo unspecified) | 5 | 4 | -14 | 5 | 9 | -50 | 0 | -8 | 7
COCCOC(=O)c1c(C)oc2ccc(OCC=C(C)C)cc12 | -40 | x | -25 | x | 9 | 24 | 31 | -9 | x
Cn1c(=O)c2[nH]c(-c3ccccc3O)nc2n(C)c1=O | 14 | x | -7 | x | -1 | -18 | -8 | 1 | x
COc1ccc(-c2nn3cnnc3s2)cc1OC | -7 | -3 | -25 | 5 | 2 | -8 | -68 | -4 | 9
COCCCNC(=O)CCc1nc(-c2ccccc2Cl)no1 | -8 | 2 | 8 | 7 | -11 | -30 | 2 | 14 | 3
Cc1nnc(SCc2ccccc2F)n1NCc1cccs1 | 14 | 12 | -20 | 9 | 8 | -7 | -15 | -10 | -15
CC(=O)NS(=O)(=O)c1ccc(NC(=O)c2cc(-c3ccc(C)c(C)c3)nc3ccccc23)cc1 | 19 | x | 6 | x | -3 | -13 | -2 | 3 | x
Cc1cc(C)cc(-n2c(SCC(=O)NCc3ccco3)nc3ccccc3c2=O)c1 | 14 | 6 | -14 | 6 | -4 | -5 | -4 | 3 | 3
CCOc1ccccc1C(=O)Nc1nnc(COC)s1 | -21 | 20[fluorescence artefact?] | 6 | -1 | 9 | 17 | -8 | -9 | -8
COc1ccc(S(=O)(=O)N(CCCN2CCCC2=O)Cc2cc3c(C)cc(C)cc3[nH]c2=O)cc1 | 5 | 1 | -28 | 0 | 4 | -1 | -8 | -5 | 9
Cc1nn(C(=O)CCCC(=O)n2nc(C)c(Cl)c2C)c(C)c1Cl | 5 | -1 | -12 | 4 | 2 | 10 | -10 | -2 | 7
O=C(c1ccco1)N1CCN(C(=O)C(Cc2ccccc2)NS(=O)(=O)c2cccs2)CC1 (stereo unspecified) | 4 | -3 | -20 | 8 | 14 | 6 | -18 | -15 | -4
Cc1ccc(-c2nnc(N3CCN(c4ccccn4)CC3)c3ccccc23)cc1 | -20 | -7 | -24 | 2 | -1 | 15 | -36 | 5 | -3
CCCC(=O)Nc1ccccc1NC(=O)C1CCCCC1 | 10 | 17 | -24 | 5 | 4 | 14 | 40 | 2 | -11
COc1ccc(C(=O)OCC2CC(c3ccccc3)N(C)O2)cc1 (stereo unspecified) | 10 | x | 7 | x | 1 | -25 | -24 | 1 | x
Clc1ccc(Br)cc1-c1nc(-c2cccnc2)no1 | x | 27[fluorescence artefact?] | x | 2 | -15 | x | 10 | 13 | 10[fluorescence artefact?]
CCN1C(=O)/C(=C/c2cn(C)nc2C)SC1=S | -53 | x | -19 | x | -12 | 14 | 7 | 13 | x
CC(=O)NCC(=O)OCC(=O)c1ccc2ccccc2c1 | -6 | -4 | -75 | 6 | -17 | x | -26 | 14 | -10
O=C(COc1ccc2c(C(F)(F)F)cc(=O)oc2c1)Nc1ccc2c(c1)OCCO2 | 1 | x | -12 | x | -4 | -13 | 10 | 6 | x
CC(C)OCCCNC(=O)CCSc1ccc(Cl)cc1 | 1 | 6[fluorescence artefact?] | 6 | 9 | 15 | 2 | 3 | -15 | -5
CC(=O)NC(Cc1ccc(C(C)C)cc1)C(=O)NC1CCN(c2nc(C)cc(C)n2)CC1 (stereo unspecified) | 68 | -5 | 58 | 8 | x | 4 | 15 | x | -7
COc1ccc(C(=O)CSc2nnc(-c3ccco3)n2CC2CCCO2)cc1 (stereo unspecified) | -13 | -16 | -15 | 3 | 0 | 16 | -5 | -1 | 3
O=C(c1ccc(N2CN(C(=O)c3ccco3)c3nc4ccccc4nc32)cc1)N1CCOCC1 | -8 | 8[fluorescence artefact?] | 9 | 9 | -10 | -16 | 6 | 9 | 5
CC(C)(C)c1ccc(S(=O)(=O)NCC(=O)N2CCN(C(=O)c3ccco3)CC2)cc1 | 3 | -1 | -3 | 9 | 7 | -17 | -8 | -9 | 10
CCOCCc1c(O)nc(SCC(=O)NCc2ccco2)[nH]c1=O | 4 | 30 | -12 | -4 | 9 | -26 | -23 | -9 | 6
COC(=O)c1ccc(NC(=O)CSc2nnnn2C2CCCCC2)cc1 | 8 | -18 | -11 | 9 | 9 | 8 | -18 | -10 | 2
CC(=O)OC(C(=O)NCCc1ccccc1)c1cccnc1 (stereo unspecified) | -5 | 11 | -24 | 2 | -11 | -6 | 12 | 11 | 3
O=C(Nc1ccc(S(=O)(=O)N2CCOCC2)cc1)c1ccc(CN2CCc3ccccc3C2)cc1 | -22 | x | 2 | x | 13 | -7 | -5 | -12 | x
COc1ccc(NC(=O)N2CCC(O)(c3cccnc3)CC2)c(OC)c1 | 6 | -6 | 4 | 6 | 4 | -14 | 10 | -8 | 13[fluorescence artefact?]
CCOC(=O)Cn1nnnc1C(CC)N(Cc1cc2ccc(C)cc2[nH]c1=O)C1CCCC1 (stereo unspecified) | -17 | 4[fluorescence artefact?] | -14 | 0 | 4 | -19 | -39 | -1 | 2
O=C(O)CCc1nn2cc(-c3ccccc3)nc2[nH]c1=O | 18 | x | -4 | x | -2 | 4 | -38 | 2 | x
O=C1NCCN1C(=O)c1ccco1 | 22 | -13 | -12 | 10 | 3 | -25 | -59 | -1 | 13[fluorescence artefact?]
COCCNC(=O)CN(CC1CCCO1)C(=O)CCC(=O)Nc1ccccn1 (stereo unspecified) | -16 | -5 | 9 | 1 | -17 | -24 | -5 | 17 | -10
CCN(CC)C(=O)c1sc(NC(=O)c2ccc3c(c2)OCO3)c(C#N)c1C | 4 | 0[fluorescence artefact?] | 5 | -2 | 6 | -8 | 3 | -8 | 6
CCc1c(O)nc(SCC(=O)Nc2ccccc2C)[nH]c1=O | x | -15 | x | 6 | -5 | x | -25 | 11 | -6
CN(CC(=O)N1CCN(c2ccc(F)cc2)CC1)S(=O)(=O)c1ccc(F)cc1 | 4 | -7[fluorescence artefact?] | -30 | 9 | -4 | 0 | -20 | 2 | 4[fluorescence artefact?]
OCCNc1nc(Nc2ccccc2)nc2ccccc12 | -3 | -19 | -20 | 6 | -4 | -1 | -1 | 7 | 4
CCNC(=O)CCC(=O)Nc1cc(Cl)ccc1C | x | 3 | x | 9 | 4 | x | -27 | -2 | 2
COC(=O)Cc1c(C)nc2nc(-c3ccc(Cl)cc3)[nH]n2c1=O | 20 | -8 | -3 | 6 | -9 | -30 | -8 | 6 | -7
COc1ccc2c(Cl)c(-c3nnco3)sc2c1 | -4 | 35[fluorescence artefact?] | -5 | -4 | -7 | 9 | 7 | 5 | 1
CC1CCCC(NC(=O)CCn2c(=O)oc3ccccc32)C1C (stereo unspecified) | -25 | -8 | 0 | 6 | 10 | -25 | -19 | -11 | -3

Ordered by formula weight (lowest first): three of the compounds above.
SMILES | VCAM1 TNFa inh | ERb coact inh | HUVEC tox TNFa | Candida biofilm | sEH inh | F-actin modifier | IL1B cytotox | sEH act | Smad3 FoxH1 inh
COc1ccc2c(Cl)c(-c3nnco3)sc2c1 | -4 | 35[fluorescence artefact?] | -5 | -4 | -7 | 9 | 7 | 5 | 1
CCc1c(O)nc(SCC(=O)Nc2ccccc2C)[nH]c1=O | x | -15 | x | 6 | -5 | x | -25 | 11 | -6
CCN(CC)C(=O)c1sc(NC(=O)c2ccc3c(c2)OCO3)c(C#N)c1C | 4 | 0[fluorescence artefact?] | 5 | -2 | 6 | -8 | 3 | -8 | 6

Additional results follow.
SMILES | VCAM1 TNFa inh | ERb coact inh | HUVEC tox TNFa | Candida biofilm | sEH inh | F-actin modifier | IL1B cytotox | sEH act | Smad3 FoxH1 inh
CN1CCN(/C(=N\O)c2nonc2N)CC1 | 16 | -9 | -7 | 3 | 7 | -4 | 7 | -9 | -11
CC1(C)N=C(c2ccccn2)C(C)(C)N1O | -1 | 0 | -15 | -1 | 12 | 14 | 11 | -14 | -9
COC(=O)CCC/C=C1/SCC(NC(=O)c2ccccc2)C1=O (stereo unspecified) | -8 | 4 | -30 | 5 | 2 | x | -12 | -5 | -2
Cc1ccc(C(=O)Nc2nc(-c3cccnc3)cs2)o1 | 11 | 51* | -19 | 6 | 13 | 24 | -6 | -10 | -4
CCOc1cc(S(=O)(=O)N2CCCCCC2)ccc1F | 32 | -6[fluorescence artefact?] | 10 | -2 | -18 | -12 | 16 | 15 | -2
CCc1ccc(OCCNC(=O)c2cccs2)cc1 | -14 | -3 | -11 | 4 | -7 | -2 | -15 | 8 | 4
NC(=O)c1ccsc1NC(=O)COc1ccccc1 | 30 | 45 | -4 | -7 | 6 | -20 | -54 | -8 | 20
O=C(CSc1nc2ccccc2c(=O)n1Cc1ccco1)NCc1ccco1 | -3 | 19 | -21 | 0 | 7 | -4 | 17 | -6 | -18
O=c1oc2ccccc2cc1-c1nc2ccccc2o1 | -6 | x | -2 | x | -14 | 9 | 32 | 12 | x
O=C1NC2NC(=O)N(C(Cc3ccccc3)C(=O)O)C2N1 (stereo unspecified) | -8 | -8[fluorescence artefact?] | -24 | 8 | -12 | 25 | 5 | 13 | 4
CC(C)N(C(=O)CSc1nc2ccccc2n1-c1ccccc1)C(C)C | -4 | -4 | -4 | 6 | -24 | 11 | -8 | 26 | -8
CCOC(=O)c1nnn(-c2nonc2N)c1CSc1ccccn1 | -6 | 3 | -1 | -5 | 3 | 4 | -3 | 0 | -10
O=C(Nc1ccccc1)OC(CN1CCCCC1)C(F)(F)F (stereo unspecified) | 13 | x | -19 | x | 1 | 3 | -22 | -2 | x

Of the compounds above, seven contain an aryl methoxy group:
SMILES | VCAM1 TNFa inh | ERb coact inh | HUVEC tox TNFa | Candida biofilm | sEH inh | F-actin modifier | IL1B cytotox | sEH act | Smad3 FoxH1 inh
COc1ccc(CN2CCN(S(=O)(=O)c3ccc(F)cc3)CC2)c(OC)c1OC | 14 | 0 | -15 | 2 | 4 | -11 | x | -4 | 0
COc1ccc(-c2nn3cnnc3s2)cc1OC | -7 | -3 | -25 | 5 | 2 | -8 | -68 | -4 | 9
COc1ccc(S(=O)(=O)N(CCCN2CCCC2=O)Cc2cc3c(C)cc(C)cc3[nH]c2=O)cc1 | 5 | 1 | -28 | 0 | 4 | -1 | -8 | -5 | 9
COc1ccc(C(=O)OCC2CC(c3ccccc3)N(C)O2)cc1 (stereo unspecified) | 10 | x | 7 | x | 1 | -25 | -24 | 1 | x
COc1ccc(C(=O)CSc2nnc(-c3ccco3)n2CC2CCCO2)cc1 (stereo unspecified) | -13 | -16 | -15 | 3 | 0 | 16 | -5 | -1 | 3
COc1ccc(NC(=O)N2CCC(O)(c3cccnc3)CC2)c(OC)c1 | 6 | -6 | 4 | 6 | 4 | -14 | 10 | -8 | 13[fluorescence artefact?]
COc1ccc2c(Cl)c(-c3nnco3)sc2c1 | -4 | 35[fluorescence artefact?] | -5 | -4 | -7 | 9 | 7 | 5 | 1
